AID2073: disruptors of CaV2.2 binding to Mint1 – biochemical, HTRF (AID 2073). HTRF protein-protein interaction, Mint1-CaV2.2; higher % means a stronger effect. one-dose inhibition, % at 20 µM; IC50 in µM for titrated hits. 0.19% of 290,000 active; in the data active means inhibition mostly above about 51%, no sharp cut-off; inconclusive means no clear call, values can overlap the other calls; inactive means mostly below about 53%; further: some results filed as inactive read as strong as hits
WT yeast gro inh: growth inhibition of WT yeast, mitochondrial fusion screen. mitochondrial fusion phenotypic screen, WT strain. inhibition, % at 10 µM. 2.1% of 190,000 active; in the data active means inhibition above about 58%; tested in S. cerevisiae
RSV antiviral HEp-2: inhibition of RSV-induced cytopathic effect – HEp-2 cells, primary 10 µM value included (AID 2391) | CPE inhibition, % at 10 µM, or IC50 in µM where a hit was titrated | 0.13% of 310,000 active | HEp-2 cells, RSV-induced CPE inhibition; higher % means a stronger effect; in the data active means a potency from the dose series; inconclusive means CPE inhibition mostly from about 23% at the one dose, without a potency; inactive means the rest, 99 in 100 with CPE inhibition below about 21%; further: strong numbers were not always called active
LYP phosphatase: inhibitors of LYP phosphatase, biochemical, fluorescence intensity, uHTS (AID 1779) | recombinant LYP phosphatase, fluorescence intensity; higher % means a stronger effect | one-dose inhibition, % at 11.5 µM; IC50 in µM for titrated hits | 0.054% of 290,000 active; in the data active means inhibition above about 50%;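 further: plate controls were vehicle with enzyme for no effect and no enzyme for full effect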
UTI89 phage lysis: protection from phage-mediated lysis, alamar blue read-out – E. coli UTI89, K1F phage, bacterial capsule biogenesis inhibitors (AID 488966) | 0.02% of 340,000 active | inhibition, % at 100 µM; hits with a dose series show IC50 in µM | E. coli UTI89 K1F phage lysis, alamar blue, 2 h; higher % means a stronger effect;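 active means phage lysis inhibition, versus mean bacterial control, above a set limit; inconclusive means no clear call, values can overlap the other calls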;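 further: capsule biogenesis inhibitors block K1F phage lysis so surviving cells raise fluorescence; higher fluorescence means more inhibition of phage lysis; actives were called in the ten point dose series up to 300 µM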
GPR35 arrestin U2OS: inhibition of zaprinast-stimulated GPR35 beta-arrestin translocation – imaging, U2OS, beta-arrestin-GFP, zaprinast agonist, primary screen (AID 2058); U2OS GPR35 beta-arrestin-GFP translocation imaging, zaprinast antagonism; higher % means a stronger effect; 0.052% of 290,000 active; one-dose inhibition, % at 10 µM; IC50 in µM for titrated hits;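 active means inhibition of at least 50% with at least 30 cells and total cytoplasm GFP at most 10,000,000; inconclusive means under 30 cells or total GFP of 10,000,000 plus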
NTR1 agonist: NTR1-driven beta-arrestin-GFP spot formation – imaging, U2OS cells, high content, primary screen (AID 493036); P30989; agonist mode; activation, % at 20 µM; 0.17% of 330,000 active;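 active means activation at or above 40% of the spot to cytoplasm intensity ratio, with at least 20 cells analyzed; inconclusive means wells under 20 cells, flagged as cytotoxic or low count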;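 further: 0% = DMSO without peptide and 100% = 100 nM NTR1 peptide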
Target sequence (P30989 whole entry, looked up): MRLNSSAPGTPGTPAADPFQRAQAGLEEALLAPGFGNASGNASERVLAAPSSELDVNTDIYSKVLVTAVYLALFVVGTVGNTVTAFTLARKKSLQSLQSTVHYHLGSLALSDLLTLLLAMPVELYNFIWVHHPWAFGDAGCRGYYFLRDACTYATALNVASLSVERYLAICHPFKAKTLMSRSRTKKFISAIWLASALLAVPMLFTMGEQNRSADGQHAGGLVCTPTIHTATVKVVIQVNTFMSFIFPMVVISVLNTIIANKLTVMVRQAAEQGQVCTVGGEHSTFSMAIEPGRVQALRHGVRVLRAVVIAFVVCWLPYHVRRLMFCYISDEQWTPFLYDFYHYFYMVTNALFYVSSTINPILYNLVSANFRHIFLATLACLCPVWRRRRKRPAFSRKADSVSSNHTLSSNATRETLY
NS5 inhibitors: Dengue-2 NS5 methyltransferase inhibitors, primary screen, biochemical, confirmation dose response (AID 588689); Dengue-2 NS5 methyltransferase capping enzyme assay, biochemical; higher % means a stronger effect; inhibition, % at 25 µM, or IC50 in µM where a hit was titrated; 0.3% of 340,000 active; in the data active means a potency from the dose series; inconclusive means inhibition above about 29% without an active follow-up result
Autophagy HCS: modulators of autophagy | calls only at 10 µM (by protocol) | 0.98% of 190,000 active | MEF GFP-LC3 puncta imaging; test concentration mostly 10 µM | AID 463193;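 active means percentage of spot-positive cells more than 3 SD above its plate mean, without a fluorescence outlier flag or 80% toxicity; inconclusive means no clear call, values can overlap the other calls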;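 further: spot-positive cell cutoff set from DMSO-treated cells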
WT yeast gro inh mutant strain: second read-out of WT yeast gro inh, no call of its own (marks repeat the call); inhibition, %; mitochondrial fusion phenotypic screen, mutant strain inhibition
Autophagy HCS cell loss 18 h: recorded beside Autophagy HCS, whose call it bears; toxicity, %; measured here: cell loss, nuclei count;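 cell loss after 18 h compound exposure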
NTR1 agonist cell count 20 µM: second read-out of NTR1 agonist, no call of its own (marks repeat the call); cell count; measured here: cell count, cytotoxicity flag
NS5 inhibitors pilot replicate: second read-out of NS5 inhibitors, no call of its own (marks repeat the call); inhibition, %; measured here: pilot screen replicate inhibition
* = called active by the depositor; i = inactive; ? = inconclusive; · = not tested or not shown; [ ] = dose if it differs, or a comment.

SMILES	AID2073	WT yeast gro inh	WT yeast gro inh mutant strain	RSV antiviral HEp-2	LYP phosphatase	UTI89 phage lysis	GPR35 arrestin U2OS	NTR1 agonist	NTR1 agonist cell count 20 µM	NS5 inhibitors	Autophagy HCS	Autophagy HCS cell loss 18 h	others
O=C(Nc1ccc(N2CCCC2)cc1)c1ccccc1F	-2.5%	14.5	24.5	5.2%	-4.9%	-0.1%	18.1%	3.2	42	-5.5%	i	-0.4
O=c1nc2scc(-c3ccccc3)n2c2ccccc12	2.1%	10.2	6.4	-0.5%	-4.9%	0.0%	-5.1%	1.4	49	-5.6%	i	10.5
COc1ccc2c(c1)[C@H]1[C@H](CO2)[C@H](c2ccccc2)[C@]2(C)C(=O)Nc3cc(Cl)ccc3C(=O)N12	·	·	·	0.1%	·	4.0%	·	-5.1	62	-8.8%	·	·
COC(=O)c1sccc1NC(=O)Cn1cnc2c1c(=O)n(C)c(=O)n2C	-0.6%	·	·	2.2%	-9.2%	0.3%	-0.1%	-1.5	45	4.8%	i	1.9
Cc1ccccc1S(=O)(=O)Cc1ccc(C(=O)NCCCN(C)Cc2ccccc2)o1	5.9%	·	·	0.4%	-9.5%	-0.3%	1.0%	0.1	47	-21.6%	·	·
CC(=O)c1ccc(OCc2cc(C(=O)N3CCC(c4ccncc4)CC3)no2)cc1	-1.2%	·	·	-1.3%	-8.9%	0.1%	1.7%	2.0	54	-4.7%	·	·
C=CCn1c(SCn2nnc3ccccc3c2=O)nnc1C1CCCCC1	-6.9%	-7.9	-1.0	0.8%	-4.4%	0.2%	19.7%	-0.4	54	-1.4%	·	·
COc1ccc(NC(=O)C(NC(C)=O)C(=O)NCc2ccccc2)cc1 (stereo not given)	3.4%	9.3	-3.0	1.2%	-8.8%	0.3%	4.6%	-1.2	41	-5.5%	i	3.3
COC(=O)C(C)n1cnc2c(nnn2-c2ccc(F)cc2)c1=O (stereo not given)	17.4%	·	·	3.9%	-10.1%	1.9%	4.8%	-0.1	104	-5.5%	·	·
O=C(NCCC(=O)N1CCC2(CC1)NCCc1[nH]cnc12)c1ccc(Br)cc1	6.6%	·	·	-0.7%	-12.2%	-0.1%	-5.0%	2.0	68	-7.0%	·	·
O=C(NCCCN1CCOCC1)c1cc(-c2ccc(F)cc2)nc2ccccc12	·	·	·	-0.2%	·	0.4%[50 µM]	·	-0.3	73	-5.3%	·	·
O=c1[nH]c2ccc(S(=O)(=O)Nc3ccc(Cl)cc3)cc2o1	1.8%	·	·	4.7%	-6.0%	0.5%	-0.1%	-0.7	71	-1.6%	·	·
COc1cc(/C=N/OCC(=O)Nc2cc(C)cc(C)c2)ccc1OCc1ccc(Cl)cc1	1.2%	35.8	10.4	12.2%	0.6%	2.4%	11.6%	0.7	46	-14.4%	i	-2.9
COc1c(O)ccc(/C=C(\C#N)c2nc3ccccc3[nH]2)c1[N+](=O)[O-]	20.7%	-6.1	4.0	3.2%	3.5%	-0.1%[50 µM]	8.7%	0.1	60	5.8%	i	-10.9
Cc1csc(=O)n1CC(=O)OCC(=O)c1c(N)n(CC(C)C)c(=O)n(C)c1=O	·	·	·	0.7%	·	1.6%[50 µM]	·	-0.4	62	-12.2%	·	·
Cc1ccnc(SCCn2c(N3CCN(c4ccccc4)CC3)nc3c2c(=O)[nH]c(=O)n3C)n1	-2.8%	13.2	2.8	1.9%	-10.9%	1.3%	21.0%	2.3	82	-2.1%	i	1.6
COCc1nnc(NC(=O)CC(c2ccccc2)c2ccccc2)s1	-8.1%	10.3	-18.3	2.2%	-7.6%	0.3%	-0.9%	-0.7	38	5.6%	i	-1.2
CCCCNc1ccc2c3c(cccc13)C(=O)N(CCCC)C2=O	6.5%	·	·	·	4.5%	0.1%	?	·	·	?	·	·
CCOC(=O)c1ccc(-c2c(-c3ccccc3OC)sc3cc4c(cc23)OCO4)cc1F	·	·	·	3.8%	·	1.7%	·	2.8	57	0.8%	·	·
O=C(COc1ccccc1)Nc1nnc(S(=O)(=O)Nc2ccccc2)s1	5.4%	·	·	5.3%	-2.9%	5.2%	16.4%	7.6	52	1.4%	·	·
COc1cc(NC(=S)NCCCN2CCOCC2)c(OC)cc1NC(=O)c1ccco1	5.2%	·	·	2.4%	-4.6%	0.0%	0.0%	0.2	42	2.5%	·	·
CCCCNC(=O)Oc1cccc(N2CCCC2=O)c1	13.7%	10.7	15.1	0.9%	2.4%	-1.7%	-12.6%	-0.5	58	-4.8%	i	-4.1
CCn1c(Cc2c(C)[nH]c3ccccc23)nnc1SCC(=O)NCc1ccccc1	-4.2%	-16.7	-6.5	0.1%	0.1%	-0.7%	-2.1%	-0.3	64	-7.4%	i	-0.1
CC(=O)Nc1ccc(C(=O)OCCCOC(=O)c2ccc(NC(C)=O)cc2)cc1	10.0%	·	·	2.1%	-5.1%	0.0%	-17.5%	-0.4	74	1.9%	·	·
Cc1c(NC(=O)c2cccc(-c3cc4ccccc4oc3=O)c2)cccc1-c1nc2ncccc2o1	47.5%	4.9	8.1	18.9%	3.2%	3.9%	-11.0%	-1.6	53	-2.9%	i	-7.3
SMILES	AID2073	WT yeast gro inh	WT yeast gro inh mutant strain	RSV antiviral HEp-2	LYP phosphatase	UTI89 phage lysis	GPR35 arrestin U2OS	NTR1 agonist	NTR1 agonist cell count 20 µM	NS5 inhibitors	Autophagy HCS	Autophagy HCS cell loss 18 h	others
O=C(CN1C(=O)NC2(CCCC2)C1=O)OCCOc1cccc(Cl)c1	·	·	·	-0.7%	·	1.3%[50 µM]	·	0.0	74	0.0%	·	·
Cc1ccc(C)c(OCC(=O)N(C)CC(=O)Nc2ccc(Cl)c(C(F)(F)F)c2)c1	·	·	·	0.3%	·	-0.1%[50 µM]	·	4.9	98	-11.8%	·	·
Cc1nnc(SCC(=O)N(C)c2ccccc2)n1-n1cccc1	·	·	·	2.0%	·	1.3%[50 µM]	·	-0.7	76	5.0%	·	·
CN1CCN(CC(=O)NN2CC(=O)N(c3ccc(F)cc3)CC2=O)CC1	6.8%	·	·	0.2%	-4.3%	-0.1%	4.1%	-2.2	65	-4.6%	·	·
COc1ccccc1/C=C1\SC(=S)N(C(C(=O)O)c2ccccc2)C1=O (stereo not given)	-29.9%	·	·	3.9%	-5.1%	-0.1%	-2.2%	0.8	51	39.1µM*	·	·
CCOc1ccc(/C=C2\SC(=S)N(CCC(=O)Nc3ccccc3C(=O)O)C2=O)cc1	6.9%	·	·	4.5%	-5.5%	-0.1%	-1.1%	4.7	106	29.3µM*	·	·
CCOC(=O)C1=C(CS(=O)(=O)c2ccccc2)NC(=O)NC1c1ccccc1 (stereo not given)	-6.2%	-1.5	-7.0	0.2%	-10.0%	0.3%	13.1%	-0.2	69	-4.8%	i	-14.6
COc1cc2c(cc1OC)CN(S(C)(=O)=O)CC2	-2.8%	-0.8	-3.4	4.1%	-3.7%	1.1%	-0.6%	-1.6	55	-2.8%	i	15.4
COc1ccc(C(=O)Nc2scc(-c3ccc(Cl)cc3Cl)c2C(N)=O)cc1	19.9%	12.9	-3.8	1.1%	5.7%	-0.6%	17.9%	-3.4	85	0.0%	i	-19.3
CC1(OC(=O)CCc2ccccc2)C(=O)C=C2C=C(c3ccc(C#N)cc3)N(C(CO)CO)C=C2C1=O (stereo not given)	16.1%	·	·	0.0%	-7.6%	1.0%	-1.1%	-0.9	47	18.4%	·	·
CCOc1cc(NS(=O)(=O)c2ccccc2)c(OCC)cc1NC(=O)c1ccco1	14.0%	18.1	24.5	3.5%	3.5%	-0.9%	-12.3%	0.1	63	56.7%	i	2.0	NS5 inhibitors pilot replicate=-2.4
O=C(Nc1ccccc1)c1nc[nH]c1C(=O)N1CCc2ccccc2C1	·	·	·	-1.6%	·	1.5%	·	-0.1	70	-3.6%	·	·
CCn1ncc(Br)c1C(=O)Nc1ccc2c(c1)OCCO2	-0.4%	-3.4	-3.0	21.2%	-3.4%	0.3%	-8.4%	1.8	65	1.5%	i	-0.5
CCC(C)N(C(=O)Cn1c(=O)cnc2ccccc21)C1CCS(=O)(=O)C1 (stereo not given)	·	·	·	-1.4%	·	1.1%[50 µM]	·	0.1	50	-1.4%	·	·
COc1ccc(CC(=O)Nc2oc(-c3ccccc3)c(-c3ccccc3)c2C#N)cc1OC	6.0%	2.1	-8.1	4.1%	2.4%	3.0%	-3.2%	4.1	53	-2.7%	i	8.5
COC(=O)c1sccc1NC(=O)c1cccnc1	6.2%	4.0	-7.1	1.6%	0.8%	2.5%	9.4%	0.1	85	3.7%	i	-3.6
O=C(NCc1ccc(Cl)cc1)C1CC(O)CN1S(=O)(=O)c1ccc(Cl)cc1 (stereo not given)	22.7%	·	·	0.6%	-5.7%	0.3%	6.0%	0.3	42	-14.2%	·	·
O=C(CSc1ccccn1)Nc1ccc2c(c1)CCC2	·	·	·	-1.1%	·	1.9%[50 µM]	·	-0.2	75	0.7%	·	·
Fc1cccc(Cl)c1CSC1=NCCS1	2.0%	·	·	-0.4%	-7.5%	0.0%	-1.3%	-0.1	38	5.3%	·	·
Cc1cccnc1NCc1ccc(O)c2ncccc12	-0.3%	-15.8	-3.0	7.8%	-7.9%	-1.2%	-7.9%	0.9	68	-33.0%	i	5.2

Grouped by structure: the compounds so far with fluorine
SMILES	AID2073	WT yeast gro inh	WT yeast gro inh mutant strain	RSV antiviral HEp-2	LYP phosphatase	UTI89 phage lysis	GPR35 arrestin U2OS	NTR1 agonist	NTR1 agonist cell count 20 µM	NS5 inhibitors	Autophagy HCS	Autophagy HCS cell loss 18 h	others
O=C(Nc1ccc(N2CCCC2)cc1)c1ccccc1F	-2.5%	14.5	24.5	5.2%	-4.9%	-0.1%	18.1%	3.2	42	-5.5%	i	-0.4
COC(=O)C(C)n1cnc2c(nnn2-c2ccc(F)cc2)c1=O (stereo not given)	17.4%	·	·	3.9%	-10.1%	1.9%	4.8%	-0.1	104	-5.5%	·	·
O=C(NCCCN1CCOCC1)c1cc(-c2ccc(F)cc2)nc2ccccc12	·	·	·	-0.2%	·	0.4%[50 µM]	·	-0.3	73	-5.3%	·	·
CCOC(=O)c1ccc(-c2c(-c3ccccc3OC)sc3cc4c(cc23)OCO4)cc1F	·	·	·	3.8%	·	1.7%	·	2.8	57	0.8%	·	·
Cc1ccc(C)c(OCC(=O)N(C)CC(=O)Nc2ccc(Cl)c(C(F)(F)F)c2)c1	·	·	·	0.3%	·	-0.1%[50 µM]	·	4.9	98	-11.8%	·	·
CN1CCN(CC(=O)NN2CC(=O)N(c3ccc(F)cc3)CC2=O)CC1	6.8%	·	·	0.2%	-4.3%	-0.1%	4.1%	-2.2	65	-4.6%	·	·
Fc1cccc(Cl)c1CSC1=NCCS1	2.0%	·	·	-0.4%	-7.5%	0.0%	-1.3%	-0.1	38	5.3%	·	·

Source: PubChem BioAssay
